# NALP1 inh: NALP1 inflammasome inhibitors in reconstituted yeast, colorimetric, S. cerevisiae, triplicate retest | S. cerevisiae NALP1/ASC/caspase-1 growth, X-gal OD620, 72 h | inhibition, % at 10 µM | 0.61% of 280,000 active | AID 2071, 2009; in the data active = inhibition mostly above about 24%, no sharp cut-off; inactive = mostly below about 32%; note: some compounds called inactive have numbers as strong as hits
# IDE inh: human IDE inhibitors in live cells, primary screen, fluorescence polarization, HEK cells, FAbetaB substrate; FAbetaB cleavage; AID 434962, 2010; 0.41% of 320,000 active; inhibition, % at 5.59 µM; Insulin-degrading enzyme (Homo sapiens), P14735;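 active = percent inhibition above the average of all tested compounds plus 3 SD, set per screening campaign, cut at about 16% in these data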;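 note: IDE supplied by intact live HEK cells; FP after avidin binding of uncleaved biotin substrate so inhibition keeps polarization high; 0% = DMSO wells and 100% = 60 µM reference IDE inhibitor Ii1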
# M18AAP inhibitor: PfM18AAP inhibitors, malaria aminopeptidase, primary screen, biochemical, QFRET, recombinant enzyme; M18 aspartyl aminopeptidase (Plasmodium falciparum 3D7); H-Glu-NHMec fluorogenic cleavage; inhibition, % at 7.35 µM; 1.2% of 290,000 active;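 active = inhibition above the campaign mean inhibition over all tested compounds plus 3 SD, cut at about 28% in these data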;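 note: 0% = plate median of test compound wells and 100% = 2 mM ZnCl2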
# VIM-2 inhibitor: VIM-2 metallo-beta-lactamase inhibitors, primary screen, biochemical, epi-absorbance readout, Pseudomonas aeruginosa enzyme; 0.89% of 290,000 active; inhibition, % at 5.6 µM; purified VIM-2, nitrocefin hydrolysis, epi-absorbance fluorescence;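 active = inhibition above the mean of all tested compounds plus 3 SD, cutoff set per screening run, cut at about 7.5% in these data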;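 note: red hydrolysis product quenches plate fluorescence so inhibitors raise well fluorescence; 0% = enzyme with DMSO and 100% = DMSO without enzyme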
# pCIP destab: p/CIP-EGFP fusion destabilizers, primary screen, fluorescence, F442A cells; Q05BA5; AID 1984, 2009; decrease of EGFP signal, % at 10 µM; 0.01% of 290,000 active; 16 h;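 active = EGFP signal decrease of at least 30% at 10 µM or well 3 SD below plate mean, unless failing retest; inactive = the rest, including hits failing retest or dose response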; note: some compounds called inactive have numbers as strong as hits; many of its hits are not listed in these tables
# GPR7 antagonist: GPR7 receptor antagonists, primary screen, cell-based, fluorescence, single concentration; inhibition, % at 4.4 µM; Neuropeptides B/W receptor type 1 (Homo sapiens), P48145; 1.1% of 290,000 active; GPR7-expressing cells, fluorescence antagonist assay; in the data active = inhibition above about 16%, passing the limit was not always enough;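 note: cells stimulated with the agonist NPW; 0% = agonist with vehicle and 100% = vehicle without agonist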
# Target sequence (P48145 whole entry, looked up): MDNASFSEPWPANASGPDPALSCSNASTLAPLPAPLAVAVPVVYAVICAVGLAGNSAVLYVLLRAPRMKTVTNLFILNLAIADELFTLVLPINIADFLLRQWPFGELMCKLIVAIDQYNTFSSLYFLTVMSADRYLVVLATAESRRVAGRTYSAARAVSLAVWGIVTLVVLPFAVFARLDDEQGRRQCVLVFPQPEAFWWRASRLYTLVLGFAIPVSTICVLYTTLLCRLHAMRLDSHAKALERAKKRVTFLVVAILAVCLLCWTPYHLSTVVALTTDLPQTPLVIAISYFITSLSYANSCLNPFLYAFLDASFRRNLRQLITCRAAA
# IDE act: human IDE activators in live cells, primary screen, fluorescence polarization, HEK cells, FAbeta-B substrate; FAbeta-B cleavage; 0% vehicle, 100% cell-free pure enzyme wells; Insulin-degrading enzyme (Homo sapiens), P14735; activation, % at 5.96 µM; 0.073% of 340,000 active;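 active = activation above the mean of all tested compounds plus 3 SD, set per screening campaign, cut at about 17% in these data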
# PHOSPHO1 block: PubChem AID 1565; Phosphoethanolamine/phosphocholine phosphatase (Homo sapiens), Q8TCT1; recombinant PHOSPHO1, absorbance phosphatase assay; inhibition, % at 13.3 µM; 1.1% of 290,000 active; in the data active = inhibition above about 60%
# Target sequence (Q8TCT1 whole entry, looked up): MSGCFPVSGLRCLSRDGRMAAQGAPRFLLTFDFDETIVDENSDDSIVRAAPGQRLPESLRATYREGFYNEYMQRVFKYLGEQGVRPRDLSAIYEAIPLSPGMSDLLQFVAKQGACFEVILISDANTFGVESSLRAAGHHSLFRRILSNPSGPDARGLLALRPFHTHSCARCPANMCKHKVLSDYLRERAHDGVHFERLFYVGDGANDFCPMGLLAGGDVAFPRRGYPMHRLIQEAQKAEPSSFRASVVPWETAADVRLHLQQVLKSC
# IMP-1 inhibitor: IMP-1 metallo-beta-lactamase inhibitors, primary screen, biochemical, epi-absorbance readout, Pseudomonas aeruginosa enzyme; metallo-beta-lactamase IMP-1 (Pseudomonas aeruginosa); purified IMP-1, nitrocefin hydrolysis, epi-absorbance fluorescence; inhibition, % at 5.6 µM; 0.45% of 290,000 active;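 active = inhibition above the mean plus 3 SD of all compounds in the same screening run, cut at about 4.5% in these data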;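 note: 0% = IMP-1 with DMSO and 100% = DMSO wells lacking enzyme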
#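 Assay system: purified IMP-1; Quantity: IMP-1 0.2 nM before substrate addition; Medium: HEPES buffer pH 7.1 with ZnSO4 and Brij 35; Incubation: 15 min enzyme–compound preincubation, then 25 min nitrocefin reaction, 25 °C; Signal: fluorescence quenching readout, ex 480/em 530 nm; Controls: DMSO with and without IMP-1; Repeats: singlicate testing.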
# An asterisk follows results filed as active; / = no result given.
NALP1 inh	IDE inh	M18AAP inhibitor	VIM-2 inhibitor	pCIP destab	GPR7 antagonist	IDE act	PHOSPHO1 block	IMP-1 inhibitor	canonical_smiles
-5	8	-3	-0.7	-12	-7	2	24	-0.8	COc1cccc(CNC(=O)c2cc(COc3c(F)cccc3F)on2)c1
2	0	-9	-2.2	-1	-3	5	21	-3.0	N#Cc1nc(Cc2ccccc2)oc1N1CCCC1
-1	2	0	-3.4	-13	-4	-1	26	-2.5	COc1ccc(CNS(=O)(=O)c2ccc(-n3cnnn3)c(OC)c2)cc1
12	0	0	-1.9	-3	-5	-1	17	-3.1	O=C(CN1CCN(S(=O)(=O)N2CCCCCC2)CC1)Nc1cc(Cl)ccc1Cl
12	1	4	-3.4	1	-16	4	-51	-1.7	COc1cccc(CN2CCN(C(=O)c3cccc4ccccc34)CC2)c1OC
-5	-2	4	-0.3	-7	-3	0	-10	-2.6	CS(=O)(=O)NN1C(=O)c2ccccc2NC1c1ccccc1O (configuration not stated)
-31	-1	16	-8.5	-6	-13	4	-7	-5.1	CCOC(=O)C1=C(N)n2c(s/c(=C\c3ccco3)c2=O)=C(C(=O)OC(C)C)C1c1ccco1 (configuration not stated)
0	0	3	-3.1	5	-12	-3	-3	-1.5	CCN1CCN(CC(=O)NC2CCCCC2)C(=O)C1=O
-4	5	3	-1.2	-9	3	1	20	-2.2	O=C(COc1ccc(-n2ccnc2)cc1)Nc1cccc(Cl)c1
11	3	6	-7.5	-1	-4	8	-4	-2.9	CCOc1ccc(C(=O)NCc2ccco2)cc1
0	-12	1	-2.9	3	-5	3	38	-3.2	O=C(CNC(=O)c1ccccc1F)N/N=C/c1cccnc1
9	1	-1	2.8	-20	21	3	-125	0.1	COc1cccc(OCCn2cc(C(C)=O)c3ccccc32)c1
27	-4	4	-2.3	-20	-11	3	16	-1.8	CCCCCCCc1c(O)nc(SCCN(C)C)[nH]c1=O
31	-2	-1	0.6	-10	3	-6	3	-1.3	O=C(COC(=O)CCc1nc2ccccc2s1)Nc1ncc(Cl)cc1Cl
21	10	-4	-0.1	4	-8	-8	1	-0.6	COc1cc2nc(/C=C/c3cc(OC)c(OC)c(OC)c3)sc2cc1SC
7	-2	-3	0.3	0	-13	0	30	-2.5	COc1ccc(N2C(=O)CC(Sc3nc(C)cc(C)n3)C2=O)cc1OC (configuration not stated)
16	3	0	-4.8	-2	-9	3	-7	-1.7	Cc1ccc(N(CC(=O)NN=C2CCN(C)CC2)S(=O)(=O)c2ccc(C)cc2)cc1
0	0	1	-2.4	-2	5	0	24	-1.2	Oc1ccccc1CNn1cnnc1
1	3	-13	-2.9	-6	-4	2	11	-1.4	COc1ccc(C(=O)OCC[N+]2(C)CCOCC2)cc1
21	0	7	0.7	-6	18*	1	-14	-0.2	Cc1cccc(C)c1NC(=O)C1(N2C(=O)CC2c2ccccc2)CCCCC1 (configuration not stated)

# A different layout for 3 compounds above:
# Each structure is followed by: NALP1 inh, IDE inh, M18AAP inhibitor, VIM-2 inhibitor, pCIP destab, GPR7 antagonist, IDE act, PHOSPHO1 block, IMP-1 inhibitor
- COc1ccc(N2C(=O)CC(Sc3nc(C)cc(C)n3)C2=O)cc1OC (configuration not stated)
  7, -2, -3, 0.3, 0, -13, 0, 30, -2.5
- Cc1ccc(N(CC(=O)NN=C2CCN(C)CC2)S(=O)(=O)c2ccc(C)cc2)cc1
  16, 3, 0, -4.8, -2, -9, 3, -7, -1.7
- Oc1ccccc1CNn1cnnc1
  0, 0, 1, -2.4, -2, 5, 0, 24, -1.2

# (cont.)
NALP1 inh	IDE inh	M18AAP inhibitor	VIM-2 inhibitor	pCIP destab	GPR7 antagonist	IDE act	PHOSPHO1 block	IMP-1 inhibitor	canonical_smiles
6	0	3	-1.2	-6	-11	11	34	-2.2	CCOC(=O)c1n[nH]n(-c2cc(Cl)cc(Cl)c2)c1=O
/	3	0	-0.2	/	-6	2	/	-0.1	O=C(CN(CC(=O)N1CCOCC1)S(=O)(=O)c1ccc(Br)s1)N1CCOCC1
8	1	0	-5.5	5	-10	2	-2	-3.0	COc1cccc(OCC(=O)NNC(=O)c2cnccn2)c1
15	6	0	-0.1	3	13	1	32	-1.5	Cc1cc(=O)oc2cc(NC(=O)c3ccccc3Cl)ccc12
17	-1	-2	-1.4	6	-13	2	15	-1.9	COc1ccc(C)cc1NC(=O)c1c([N+](=O)[O-])cnn1C
1	0	-1	-3.1	-13	-12	0	35	-2.9	CN(C(=O)COC(=O)c1nc(Cl)ccc1Cl)c1ccccc1
6	1	3	-5.1	-3	-6	-2	16	-2.0	COc1ccc(CNC(=O)Cn2nc(C(F)(F)F)cc2C)cc1
1	0	6	-2.3	-11	-14	-4	/	-2.3	CSCCC(=O)N(C)CC1CCN(CCc2cccc(C(F)(F)F)c2)CC1
5	5	-3	-2.8	-9	-3	2	-7	-2.7	O=C1C=C(NCc2ccc(Cl)c(Cl)c2)CC1
-2	-7	2	-2.4	11	5	-3	36	-2.9	CN(CCC#N)C(=O)COC(=O)c1cc(Cl)cc(Cl)c1N
-11	5	2	-1.3	-4	-3	-4	21	1.1	CC(=O)C1=C(O)C(=O)N(c2ccc(Br)cn2)C1c1ccccc1F (configuration not stated)
10	-5	8	-0.8	-11	11	1	-23	-2.7	O=[N+]([O-])c1cc(-n2cnnn2)ccc1N1CCC(Cc2ccccc2)CC1
-4	-1	42*	-4.4	6	-11	2	-36	-2.3	S=c1[nH]nc(Cn2cnc3ccccc32)n1-c1ccccc1
21	1	22	1.1	-2	-9	-4	26	-1.4	O=C(CSc1ncn[nH]1)NCCc1ccc(Cl)cc1Cl
1	/	-4	-1.8	-11	-5	3	22	-2.5	O=C(NCc1ccncc1)C1CCN(S(=O)(=O)c2cccc(C(F)(F)F)c2)CC1
-5	3	-6	-3.9	8	-7	1	-22	-2.2	COc1cccc(-n2c(N)c(-c3nc4ccccc4[nH]3)sc2=S)c1
23	-2	5	-5.7	-25	-6	6	-14	-3.7	COc1cccc2c(=O)n(CC(=O)Nc3ccc(F)cc3)ccc12
6	4	-3	-0.9	5	-8	0	-5	-2.5	S=C(NCc1ccccc1)Nc1cccc(Cl)c1
-12	2	0	-1.1	-12	-10	-2	44	-1.8	O=C(CSc1ncccn1)NCc1ccc2c(c1)OCO2
12	4	-2	1.1	2	-13	0	18	-1.9	O=C(Nc1ccccc1C(=O)NCCc1ccc(O)cc1)c1ccco1
5	-6	11	-4.5	-6	-3	8	15	1.4	O=C(Nc1sc2c(c1C(=O)O)CCCC2)C(=O)N1CCOCC1
-8	-7	-5	1.2	-3	-11	4	-13	-2.5	O=C(NC1CC1)c1ccc2c(Cl)c3c(nc2c1)CCCC3
7	5	-4	-2.9	-8	-8	-2	58	-3.6	O=C1CCC(C(=O)N2CCc3ccccc3C2)CN1CCCN1CCOCC1 (configuration not stated)
14	-1	3	-2.7	-5	1	5	2	-2.1	COc1ccc(OC)c(CCNC(=O)CN2C(=O)CCSc3ccccc32)c1
10	0	-5	-3.3	-9	-9	3	6	-3.7	Clc1cccc(NCc2ccccc2)n1
-14	3	3	-2.3	-16	-9	6	24	-2.6	O=[N+]([O-])c1cccc(S(=O)(=O)c2ccc(NCCO)c([N+](=O)[O-])c2)c1
-3	-3	3	-5.0	-3	-9	0	0	-2.6	Cc1nnc(SCC(=O)Nc2nsc(-c3ccc(C(C)(C)C)cc3)n2)s1
16	2	1	-2.8	3	-10	2	28	-4.1	Cc1nc(SCC(=O)Nc2ccccn2)n[nH]1
36	-2	2	-1.1	10	-9	3	-17	-2.7	COc1ccc(CCCc2nnc(SCC(=O)Nc3ccccc3F)o2)cc1
6	6	4	0.5	6	-5	5	-1	-4.8	O=C(O)C1CC=CCC1C(=O)Nc1cccnc1 (configuration not stated)
9	-5	1	-3.3	-7	0	6	9	-0.8	Cc1c(NC(=O)c2cc(C(C)C)on2)c(=O)n(-c2ccccc2)n1C
26	0	2	-4.2	-10	-9	4	-21	-2.7	Cc1ccc(CNc2ccc3nnc(-c4ccccc4)n3n2)cc1
9	-1	-2	1.5	2	-2	-1	15	-0.7	CCOC(=O)C1CCCN(C(=O)c2cc3cc4ccc(OC)cc4nc3o2)C1 (configuration not stated)
26	5	3	0.0	-1	1	1	-10	-6.2	CC(=O)NC(CCS(C)(=O)=O)C(=O)Nc1ccccc1 (configuration not stated)
8	-4	-14	0.6	-9	2	4	37	-2.1	COc1ccc(C)cc1NC(=O)CCNC(=O)c1ccco1
-21	3	-16	-0.6	1	-6	-5	8	-2.7	OC1CCCN(C(=S)NCc2ccccc2)C1 (configuration not stated)
12	-2	4	-3.6	-14	-10	-1	-8	-5.6	CC(C)C(OC(=O)c1ccco1)C(=O)NC1CCCCC1 (configuration not stated)
/	7	-11	0.2	0	-6	8	25	-1.2	O=c1c(-c2cccc([N+](=O)[O-])c2)[n+]([O-])c2ccccc2n1O
11	5	-4	5.2	-3	-2	-1	-10	-1.7	COc1ccc2nc(/N=C(\N)NC(=O)C(C)(C)C)nc(C)c2c1
5	-2	-1	0.1	10	-6	0	37	-0.3	COC(=O)c1c(NC(=O)c2ccccc2)sc(C(N)=O)c1C
6	-3	5	-0.4	4	-9	2	32	-2.3	O=C(O)c1cc2cccc(S(=O)(=O)N3CCCCC3)c2cc1O
30	-3	1	-2.1	-4	-6	0	4	-4.6	COc1ccccc1NC(=O)CSc1nccc(=O)[nH]1
/	-2	-10	-0.3	-8	2	4	13	-1.9	O=C(NC(=S)Nc1ccc2oc(=O)ccc2c1)c1ccco1
23	3	4	-1.4	3	-4	1	6	-2.7	O=C(CSC(=S)N1CCOCC1)c1ccccc1
-9	2	-1	0.4	1	-12	-2	34	-0.3	O=C(NCC1CCCO1)c1ccccc1S(=O)(=O)c1ccc([N+](=O)[O-])cc1 (configuration not stated)
25	2	3	-1.2	-8	4	8	8	-2.8	CC1CCN(C(=O)CCc2ccc(S(=O)(=O)NC(C)C)cc2)CC1
-3	4	0	-2.8	-8	6	0	20	-1.0	CC[n+]1c(P(=O)([O-])c2ccccc2)[nH]c2ccccc21
6	1	-3	-2.6	-2	0	-4	16	-1.0	COc1ccc(C2(O)CC3CCC(C2)N3c2cc(C)nc(-c3ccccc3)n2)cc1 (configuration not stated)
3	4	3	2.8	3	-17	5	28	-0.6	Cn1ccnc1/C(=N\NC(=O)c1ccccc1)c1cccc([N+](=O)[O-])c1
-6	-1	2	-4.4	-4	96*	-2	6	-5.4	CCOC(=O)C1(CC2CCCCO2)CCN(Cc2cc3ccccc3[nH]2)CC1 (configuration not stated)
2	5	19	-4.0	11	-5	-3	-10	-2.2	COCCN=C1NN=C(c2ccc(C)c([N+](=O)[O-])c2)CS1
10	2	-1	-0.1	-1	1	-4	51	-3.7	Cc1cc(NS(C)(=O)=O)c(=O)n(Cc2c(F)cccc2Cl)c1
33	/	3	-2.4	14	-22	2	/	0.0	CNC(=O)c1cc(S(=O)(=O)N2CC(C)OC(C)C2)ccc1N1CCCCC1 (configuration not stated)

# Screening data as filed in PubChem.
